Screening results from PubChem BioAssay.
Growth percent in the NCI-60 one-dose screen (48 h, 10 µM unless noted): 100 = growth as untreated, 0 = no growth, -100 = all killed.
HCT-15: HCT-15 colon cancer | actives 5.2% (n = 82,000)
COLO 205: COLO 205 colon cancer | actives 7.3% (n = 79,000) | AID 1794742
SW-620: SW-620 colon cancer; actives 5.2% (n = 82,000); AID 1794795
NCI-H226: NCI-H226 lung cancer; actives 3.5% (n = 79,000)
NCI-H23: NCI-H23 lung cancer; AID 1794731; actives 4% (n = 80,000)
NCI-H322M: NCI-H322M lung cancer. actives 2.7% (n = 80,000)
NCI-H522: NCI-H522 lung cancer. AID 1794739. actives 8% (n = 78,000)
HT29: HT29 colon cancer | actives 7.4% (n = 81,000)
NCI-H460: NCI-H460 lung cancer; actives 6.8% (n = 82,000)
Numbers without * were called inactive; . = not tested or not shown; & = joins results of further samples. How the source made its calls: active means growth percent below 10; inactive means the rest. Compounds were not picked by outcome; any-hit rate near 12%.

Second line of a record: HCT-15	COLO 205	SW-620	NCI-H226	NCI-H23	NCI-H322M	NCI-H522	HT29	NCI-H460
[1] O=[N+]([O-])c1ccc(-c2nnc(Cn3c(Cc4cccc5ccccc45)nc4ccccc43)o2)cc1
  72	95	92	73	57	87	59	84	85
[2] Oc1ccc(O)c(O)c1
  107	120	106	104	98	108	107	103	114
[3] Cc1ccc(/C=C2\SC(=O)N(Cc3cc4ccccc4nc3Cl)C2=O)c(C)c1
  110	115	110	93	101	106	90	108	111
[4] C[C@]12CC[C@@H]3c4cc(N)c(O)cc4CC[C@H]3[C@@H]1CC[C@@H]2O
  110	131	127	127	108	95	82	104	105
[5] CN(Cc1ccc(Cl)cc1)Cc1ccc(Cl)cc1
  111	120	109	113	103	102	93	98	109
[6] Cc1nc(N)sc1Sc1nc2ccc(Cl)cc2c(=O)n1Cc1ccccc1
  91	120	107	90	86	93	65	94	100
[7] O=S(=O)(O)c1cc(N=Nc2cc(S(=O)(=O)O)c3cccnc3c2O)ccc1/C=C/c1ccc(N=Nc2cc(S(=O)(=O)O)c3cccnc3c2O)cc1S(=O)(=O)O
  99	113	128	102	85	104	102	121	110
[8] O=S(=O)(c1cc(Br)ccc1O)c1cc(Br)ccc1O
  88	105	99	87	79	95	57	105	96
[9] COc1cccc2c1C(=O)c1c(O)c3c(c(O)c1C2=O)C[C@@](O)(C(C)=O)C[C@@H]3O[C@H]1C[C@H](N)[C@H](O)[C@H](C)O1
  7.9*	-86*	-13*	-33*	-67*	-20*	-89*	-13*	-3.0*
[10] O=C(O)C(=Nc1ccccc1)c1c[nH]c2ccccc12
  113	106	.	87	96	109	100	103	.
[11] C#CC[N+](CC)(CC)CC#CCC[N+](CC)(CC)CC#C
  105	108	101	88	96	99	84	99	106
[12] O=c1c2cc3ccccc3cc2[nH]c(=S)n1-c1ccc(S(=O)(=O)Nc2ccc(Cl)nn2)cc1
  101	114	95	101	107	108	88	106	105
[13] O=C(O)c1cccc2cccc(-c3c4ccc(=O)c(O)c-4oc4c(O)c(O)ccc34)c12
  105	111	97	96	89	97	91	103	100
[14] COc1cc2c(c(OC)c1OC)C(=O)CC(c1cccc(NC(=O)c3ccc([N+](=O)[O-])cc3)c1)O2 (stereo unspecified)
  67	93	88	56	62	85	47	84	82
[15] CN(c1ccc(C(=O)NCCSCc2ccco2)cc1)S(C)(=O)=O
  99	112	106	113	102	104	89	107	104
[16] COc1ccc(Cl)cc1NC(N)=S
  103	127	104	107	95	108	81	99	109
[17] CC(C)C1=C[C@@]23CC[C@@H]4[C@](C)(CCC[C@]4(C)C(=O)N4CCCC4)[C@H]2C[C@@H]1[C@H]1C(=O)CCC(=O)[C@H]13
  83	118	92	79	88	96	70	85	103
[18] CC(C)NC1CCC(Nc2ccnc3cc(Cl)ccc23)CC1 (stereo unspecified)
  99	69	92	84	101	88	78	77	101
[19] Nc1ccc(I)cc1C(=O)O
  98	111	103	98	102	102	105	105	105
[20] CCN1CCN(c2ccc(Nc3ncnc4c3nnn4CCc3cc(OC)cc(OC)c3)cc2)CC1
  64	89	102	86	89	96	96	58	106
[21] O=C(CCCCCCSc1nc(-c2ccc(Cl)cc2)cc(-c2ccc(Cl)cc2)n1)NO
  24	48	36	27	24	38	17	20	15
[22] Nc1nc(N)c2c(n1)NC(c1ccc3c(c1)OCO3)CC(c1ccc(Cl)cc1)=N2 (stereo unspecified)
  97	187	105	85	95	120	93	77	104
[23] N/C(=N\c1nc2ccccc2s1)NC(=O)NCCCCCCO
  58	88	.	36	31	71	36	76	59
[24] COc1ccc(C2CC(c3ccc(Cl)cc3)=NN2c2ccc(Cl)cc2)cc1 (stereo unspecified)
  96	98	100	92	99	113	88	81	101
[25] CCN(CC)c1ccc2cc(C(Nc3ccc(Br)cc3)c3nnnn3C(C)(C)C)c(=O)oc2c1 (stereo unspecified)
  90	124	100	83	96	96	76	96	88
[26] O=C1CC(n2c(O)c(C=Nc3ccc(Cl)cc3)sc2=S)C(=O)N1c1ccc(Cl)cc1 (stereo unspecified)
  103	112	100	97	90	96	95	107	100
[27] CCOC(=O)C(Nc1ccccc1)c1ccc(N(CC)CC)cc1 (stereo unspecified)
  98	107	97	104	99	99	73	95	103
[28] COc1ccc(-c2cc(C(=O)N3CCN(C(=O)c4ccccc4NCc4ccco4)CC3)nc3cc(-c4ccccc4)nn23)cc1
  97	113	103	85	108	102	94	93	105
[29] CCCCNC(=O)NS(=O)(=O)c1ccc(N2N=C(c3ccc(C)cc3C)CC2c2ccc(OC)c(OC)c2)cc1 (stereo unspecified)
  63	101	103	78	89	88	.	91	93
[30] C=C(C)[C@@H]1CC[C@]2(C)[C@H](CC(=O)N[C@H]3[C@@H]4C[C@](C)(C(=O)OC)CC[C@]4(C)CC[C@]32C)[C@@]1(C)CCC#N
  69	87	93	78	93	103	71	71	97
[31] CCOC(=O)c1[nH]c(=O)c2c(C)nc(-c3ccccc3)cc2c1O
  100	117	98	93	105	118	93	113	102
[32] CCOC(=O)C1=C(C)N2C(=NC3=C(CCCC/C3=C\c3ccc(OC)c(OC)c3)C2c2ccc(OC)c(OC)c2)S1 (stereo unspecified)
  97	106	102	.	89	87	.	91	90
[33] CC(=O)Oc1ccccc1[N+](=O)[O-]
  105	105	94	89	106	105	99	109	94
[34] Cc1nn(CC(N)=O)c2c1C(=O)CC(C)(C)C2
  96	126	109	89	87	105	109	104	107
[35] O=C1c2ccccc2C23C(=C(Br)c4ccccc42)CCCN13 (stereo unspecified)
  104	116	109	103	108	99	101	113	114
[36] N#CC1=C(/N=C/c2ccccc2)Oc2c(ccc3ccccc23)C1c1ccccc1 (stereo unspecified)
  17	-23*	24	53	29	46	-4.7*	4.5*	12
[37] COC(=O)[C@]12CC[C@@H](C)[C@H](C)[C@@H]1C1=CC[C@@H]3[C@@]4(C)C(c5cnco5)=C[C@@](C)(CO)C4=CC[C@@]3(C)[C@]1(C)CC2
  30	27	51	60	48	86	34	27	8.1*
[38] c1ccc(CN2OCc3[nH]nc(-c4ccccc4)c3[C@@H]2c2ccccc2)cc1
  98	98	99	89	92	100	86	106	107
[39] CN1C(=O)C2(Nc3ccccc3S2)c2cc(F)ccc21 (stereo unspecified)
  104	90	108	.	99	103	91	111	109
[40] Cn1c(=O)c2c(n(C)c1=O)n(C)c(=O)n2C
  99	.	97	96	103	126	87	100	109
[41] Cn1ncc2c(=S)nc(Cl)[nH]c21
  103	113	112	101	100	113	87	100	110
[42] Nc1c2c(nc3ccccc13)CCCC2
  108&110	108&92	105&91	111&98	106&90	97	70	82&92	105&104
[43] O=c1c2cc(F)ccc2sc2c(-n3cccc3)nc3ccccc3c12
  97	93	97	83	83	81	77	97	77
[44] COC(=O)CCCCCn1c2ccccc2c2c3c(c4c5ccccc5[nH]c4c21)C(=O)N(O)C3=O
  44	36	49	74	44	62	-60*	24	33
[45] NC1=NC(=O)/C(=C/c2ccnc3ccccc23)S1
  102	112	110	98	91	114	92	101	92
[46] CC1CCNC(C)C1 (stereo unspecified)
  108	105	100	96	104	109	103	110	105
[47] CC(=O)N(c1cc(C)ccc1C)c1ccccc1[N+](=O)[O-]
  113	105	107	101	103	102	88	94	120
[48] Cn1cc(-c2cc(N)n3nc(-c4c[nH]c5ccc(F)cc45)cc3n2)c2cc(Br)cnc21
  -12*	119	17	69	94	80	28	26	58
[49] COc1ccc(/C=C(\c2cc(OC)c(OC)c(OC)c2)c2nnc(-c3ccc(OC)c(OC)c3)o2)cc1
  100	109	104	90	.	76	73	101	100
[50] COc1ccc(/C=N/C2=C(C#N)C(c3ccccc3Cl)c3ccc4ccccc4c3O2)cc1 (stereo unspecified)
  96	109	96	76	84	92	85	139	97
[51] COc1ccc(N2N=C(c3ccc4c(c3)OCCO4)CC2c2cccc(NC(=O)CCCNS(=O)(=O)c3ccc(OC)cc3)c2)cc1 (stereo unspecified)
  90	103	102	89	103	89	98	96	94
[52] O=c1[nH][nH]c(Nc2ccccc2)c1N=Nc1ccccc1
  76	103	120	95	93	85	78	104	110
[53] O=C(Nc1ccc(F)cc1)NC1CCCCC1
  105	112	103	94	98	101	99	105	111
[54] COc1ccc(OC)c2cc3ccccc3cc12
  99	139	103	114	95	84	110	98	108
[55] Cc1ncc(-c2cc3ccccc3o2)c(NC2CCCCCC2)n1
  104	95	107	103	100	96	93	89	101
[56] O=S(=O)(NCCCNc1cc(-c2cn(-c3ccccc3)nc2-c2ccccc2)ccn1)c1cccc2ccccc12
  43	51	65	28	64	57	41	24	51
[57] O=C(Cc1ccc(/C=C/C(=O)c2ccccc2O)cc1)Nc1cccc2ccccc12
  96	110	105	101	98	101	76	106	104
[58] Cc1c(C(=O)NC2CCOC2=O)[nH]c2ccccc2c1=O (stereo unspecified)
  115	120	109	110	113	112	98	103	123
[59] Nc1nc(SCc2cccc([N+](=O)[O-])c2)c2[nH]cnc2n1
  95	114	107	90	102	91	81	98	108
[60] Oc1cc(-[n+]2ccc3ccccc3c2)c(O)c2ccccc12
  87	95	71	77	77	97	97	99	61

Quoted at random: 3 records from the list
Second line of a record: HCT-15	COLO 205	SW-620	NCI-H226	NCI-H23	NCI-H322M	NCI-H522	HT29	NCI-H460
[41] Cn1ncc2c(=S)nc(Cl)[nH]c21
  103	113	112	101	100	113	87	100	110
[54] COc1ccc(OC)c2cc3ccccc3cc12
  99	139	103	114	95	84	110	98	108
[47] CC(=O)N(c1cc(C)ccc1C)c1ccccc1[N+](=O)[O-]
  113	105	107	101	103	102	88	94	120

Following part
Second line of a record: HCT-15	COLO 205	SW-620	NCI-H226	NCI-H23	NCI-H322M	NCI-H522	HT29	NCI-H460
[61] CC(C)n1cc2c(N)ncnc2n1
  106	118	110	94	103	87	99	101	107
[62] Cc1cc(C)c2ccc(NC(=O)c3cccs3)nc2n1
  103	118	105	82	97	103	85	111	103
[63] OCCCC1CCCCC1
  103	109	103	97	97	96	108	104	100
[64] CCCCN=C1NN=C(c2ccc(C)c(C)c2)CS1
  76	100	86	88	108	103	83	.	.
[65] CSc1nn(-c2nc(-c3ccco3)c(C#N)c(=O)[nH]2)c(N)c1C#N
  103	116	101	101	103	99	81	96	106
[66] O=c1cc(SCc2ccccc2Cl)[nH]c(=O)[nH]1
  102	116	105	115	94	107	88	104	.
[67] Cc1cc(-n2cccc2)c(C)c2c1[nH]c1ccc(Cl)cc12
  75	105	87	122	98	92	63	92	95
[68] CN(C)CCCNc1nc(=O)n(-c2ccc3c(c2)OCCO3)c(=O)n1Cc1ccc(C(C)(C)C)cc1
  108	91	101	93	99	96	85	75	106
[69] S=C(Cc1ccc(Cl)cc1)N1CCOCC1
  110	93	104	106	94	99	85	75	112

Filtered by structure: those above with a furan ring, fused or not.
Second line of a record: HCT-15	COLO 205	SW-620	NCI-H226	NCI-H23	NCI-H322M	NCI-H522	HT29	NCI-H460
[15] CN(c1ccc(C(=O)NCCSCc2ccco2)cc1)S(C)(=O)=O
  99	112	106	113	102	104	89	107	104
[28] COc1ccc(-c2cc(C(=O)N3CCN(C(=O)c4ccccc4NCc4ccco4)CC3)nc3cc(-c4ccccc4)nn23)cc1
  97	113	103	85	108	102	94	93	105
[55] Cc1ncc(-c2cc3ccccc3o2)c(NC2CCCCCC2)n1
  104	95	107	103	100	96	93	89	101
[65] CSc1nn(-c2nc(-c3ccco3)c(C#N)c(=O)[nH]2)c(N)c1C#N
  103	116	101	101	103	99	81	96	106
